MCL1-BIM inh = inhibitors of MCL1 binding to BIM-BH3, primary screen, biochemical, fluorescence polarization; inhibition, % at 10.9 µM; hit rate 0.68% among 320,000; Induced myeloid leukemia cell differentiation protein Mcl-1 (Homo sapiens), Q07820; GST-MCL1 / FITC-Bim-BH3 fluorescence polarization; AID 2057, 2009;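 active = inhibition above the mean inhibition of all tested compounds plus 3 SD, set per campaign, cut at about 40% in these data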;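 also: 0% = DMSO wells and 100% = unlabeled Bim-BH3 peptide control; higher means more loss of mP so more displacement of Bim peptide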
Target sequence (Q07820 whole entry, looked up): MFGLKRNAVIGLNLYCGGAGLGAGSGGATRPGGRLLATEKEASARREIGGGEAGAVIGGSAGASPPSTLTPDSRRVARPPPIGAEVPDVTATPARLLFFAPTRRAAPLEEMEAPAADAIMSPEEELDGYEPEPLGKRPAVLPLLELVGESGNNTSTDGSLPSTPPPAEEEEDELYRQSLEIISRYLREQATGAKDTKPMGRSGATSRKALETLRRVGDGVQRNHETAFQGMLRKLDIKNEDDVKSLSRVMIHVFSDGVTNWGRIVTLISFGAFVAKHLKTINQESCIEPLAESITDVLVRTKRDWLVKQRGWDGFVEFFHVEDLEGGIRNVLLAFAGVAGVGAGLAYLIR
GRK2 inh = compounds blocking aptamer binding on GRK2 – biochemical, human GRK2, bead flow cytometry, HTS, primary screen; FAM-aptamer displacement from GRK2; inhibition of aptamer binding, % at 10 µM; AID 488847, 2010; hit rate 0.59% among 330,000;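 active = inhibition of aptamer binding above 40%, roughly 3 SD of noise, on plates passing a quality check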;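 also: median bead fluorescence of bound FAM aptamer so fluorescent compounds give negative values; no value below 0 was filed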
VLA-4 inh = inhibition in human VLA-4 binding assay, primary screen, VLA-4 allosteric modulator project, MLPCN library, flow cytometry, VLA-4 expressing cells; Integrin alpha-4 (Homo sapiens), P13612; ligand binding flow cytometry; inhibition, % (about 7 µM as worked out from the volumes in the protocol); hit rate 0.2% among 330,000; in the data active = inhibition above about 50%
Yeast superoxide = reduction of superoxide in aged yeast, primary screen, HTS; hit rate 0.18% among 330,000; S. cerevisiae aged cells, superoxide DHE fluorescence; active compounds read low; superoxide response (% of plate mean), % at 10 µM; AID 2690, 2010;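 active = superoxide response under a set limit, about three screen SD below normal, cut at about 65% in these data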;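 also: yeast aged for seven days with compound at 30 °C before DHE staining; 100% = average MFI of all compound-treated wells on the plate with controls excluded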
CIT2 TOR yeast = modulators of CIT2-GFP expression in yeast, primary screen, S. cerevisiae, GFP fusion, multiplex flow cytometry, MLPCN library; S. cerevisiae CIT2-GFP strain, 3 h; 100 means same as DMSO wells; GFP response vs DMSO, % at 10 µM; hit rate 0.065% among 320,000;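 active = GFP response relative to DMSO above a set limit, near the screen mean plus 3 SD, cut at about 150% in these data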;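 also: ratio of well median GFP fluorescence to mean of DMSO wells on the plate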
GLD-1 RNA inh = GLD-1/TGE RNA complex disruptors, primary screen, biochemical, fluorescence polarization | Female germline-specific tumor suppressor gld-1 (Caenorhabditis elegans), Q17339 | purified GLD-1 + fluorescein TGE RNA | inhibition, % at 5.96 µM | hit rate 0.44% among 320,000;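 active = percent inhibition above a per-plate cutoff, the plate mean of test compounds plus 3 SD, cut at about 30% in these data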;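 also: 0% = DMSO wells with GLD-1 and probe and 100% = wells lacking GLD-1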
Target sequence (Q17339 whole entry, looked up): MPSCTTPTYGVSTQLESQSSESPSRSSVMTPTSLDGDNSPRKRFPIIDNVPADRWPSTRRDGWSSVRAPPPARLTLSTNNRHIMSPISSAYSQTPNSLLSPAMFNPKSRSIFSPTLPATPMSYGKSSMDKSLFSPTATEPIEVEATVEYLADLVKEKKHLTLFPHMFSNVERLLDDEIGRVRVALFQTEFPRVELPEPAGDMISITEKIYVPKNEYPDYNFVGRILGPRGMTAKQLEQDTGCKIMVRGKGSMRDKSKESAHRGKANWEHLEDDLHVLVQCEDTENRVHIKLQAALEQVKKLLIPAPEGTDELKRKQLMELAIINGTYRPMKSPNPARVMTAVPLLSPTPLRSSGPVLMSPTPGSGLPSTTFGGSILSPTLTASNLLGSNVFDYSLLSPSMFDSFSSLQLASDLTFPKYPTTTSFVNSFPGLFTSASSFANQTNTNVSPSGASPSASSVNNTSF
Bcl-xL primary = inhibitors of human Bcl-xL, primary screen, biochemical, fluorescence polarization, HTS | Bcl-2-like protein 1 (Homo sapiens), Q07817 | GST-Bcl-xL / FITC-Bim BH3 peptide fluorescence polarization | hit rate 0.7% among 320,000 | inhibition, % at 10.9 µM;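 active = inhibition above the mean of all tested compounds plus 3 SD, cutoff set per campaign, cut at about 30% in these data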;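 also: 0% = DMSO wells and 100% = unlabeled Bim-BH3 peptide competitor; inhibitors lower millipolarization by displacing the labeled peptide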
Target sequence (Q07817 whole entry, looked up): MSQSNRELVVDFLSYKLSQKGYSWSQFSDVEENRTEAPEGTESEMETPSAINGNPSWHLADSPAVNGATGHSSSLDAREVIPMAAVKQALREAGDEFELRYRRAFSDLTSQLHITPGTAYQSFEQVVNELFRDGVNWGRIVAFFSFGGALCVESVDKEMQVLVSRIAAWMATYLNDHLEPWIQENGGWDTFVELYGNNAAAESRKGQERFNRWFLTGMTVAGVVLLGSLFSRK
MEX-5 binding = MEX-5 zinc finger RNA-binding disruptors – biochemical, C. elegans, fluorescence polarization, MLPCN library, primary screen; Zinc finger protein mex-5 (Caenorhabditis elegans), Q9XUB2; MEX-5/FITC-TCR2 RNA binding; active compounds read low; AID 1832, 2009; hit rate 0.38% among 300,000; activity score (negative = inhibition of binding), % at 10 µM;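 active = inhibition past about -25% in most replicates, and total fluorescence under double the plate's negative control median, limit read from the data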;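 also: 0% = DMSO and -100% = 5 µM competing unlabeled TCR2 RNA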
AGP1 TOR yeast = modulators of AGP1-GFP expression in yeast TOR pathway, primary screen, cell-based, multiplex flow cytometry, S. cerevisiae, MLPCN library; 3 h; GFP as percent of DMSO wells; GFP response vs DMSO, % at 10 µM; hit rate 0.02% among 320,000; AID 2066, 2009;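 active = GFP response relative to DMSO above a set limit, near screen average plus 3 SD, cut at about 150% in these data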;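 also: median GFP channel fluorescence of the gated AGP1 strain per well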
* marks the source's active call; other numbers are inactive results; / = no result given.

SMILES	MCL1-BIM inh	GRK2 inh	VLA-4 inh	Yeast superoxide	CIT2 TOR yeast	GLD-1 RNA inh	Bcl-xL primary	MEX-5 binding	AGP1 TOR yeast
C=CCn1c(Oc2ccc(C=O)cc2OCC)nc2c1c(=O)n(C)c(=O)n2C	8	0	3	97	99	-1	3	2.6	95
CN(C(=O)N1CCN(S(=O)(=O)c2ccccc2)CC1)c1ccccc1	5	0	0	78	90	3	6	1.4	84
Cc1ccc2c(c1)NC(=O)C(CC(=O)NCCCN1CCCCC1)O2 (centres undefined)	7	0	7	94	98	1	3	2.3	105
O=C(Cn1c(=O)n(Cc2ccco2)c(=O)c2c3c(sc21)CCCC3)Nc1ccccc1	-4	29	-8	113	99	-3	-1	2.1	98
CC(NC(=O)Cc1cccs1)c1ccncc1 (centres undefined)	8	0	-11	85	112	1	2	1.3	101
O=C(/C=C/c1ccc([N+](=O)[O-])cc1)N1CCN(c2ccccc2F)CC1	6	4	13	85	94	-2	0	-1.7	93
COc1ccc(N(C(=O)c2ccco2)C(C(=O)NC2CCCC2)c2ccncc2)cc1OC (centres undefined)	3	0	4	105	108	6	2	-1.3	101
COc1cc(C)c(NC(c2ccccc2)c2ccccc2)cc1OC	3	0	-5	86	99	-2	3	1.4	96
COc1ccc(N=C2SC(C(=O)N3CCN(c4ccc([N+](=O)[O-])cc4)CC3)CC(=O)N2C)cc1 (centres undefined)	-2	0	-11	111	104	2	4	-2.4	104
CCOC(=O)[C@@H]1[C@H]2COc3ccc(Br)cc3[C@H]2N2C(=O)N(c3ccc(Cl)cc3)C(=O)[C@@]12C	-3	1	10	106	90	-7	0	2.2	87
COc1ccc(CN(C(C)=O)c2cccc(C)c2C)cc1	-4	1	-1	98	107	5	2	1.2	102
N#C/C(=C\c1ccc(N2CCOCC2)cc1)c1ccccc1	2	0	-7	108	88	6	3	-2.2	91
COC(=O)c1ccccc1NC(=O)C1CC(=O)N(c2ccc(C)cc2)C1 (centres undefined)	14	1	2	90	104	2	4	1.5	102
CCn1cc(Br)c(C(=O)Nc2ccccc2C(=O)OC)n1	-9	3	-3	102	110	1	-2	-0.2	102
COCCCNC(=S)NCCc1ccc(F)cc1	4	2	25	74	94	2	2	0.6	98
Cc1nc(C)c(C(=O)NNS(=O)(=O)c2ccc3ccccc3c2)s1	-1	1	18	94	96	0	-1	-5.0	97
O=C1OC(N2C(=O)CC[C@H]2C(=O)Nc2ccc(Br)cc2F)c2ccccc21 (some centres undefined)	8	0	4	92	101	0	4	-0.8	100
Nc1nc(-c2ccc(Cl)cc2)c(N=Nc2ccc(S(=O)(=O)N3CCOCC3)cc2)s1	4	3	-1	83	94	4	0	-3.0	99
CC1CCCC(C)N1C(=O)c1ccccc1Nc1ccc(SC(F)F)cc1 (centres undefined)	-6	0	-2	96	105	-4	5	/	105
COc1cc(C(=O)OCCNC(=O)c2cccnc2)cc(OC)c1OC	/	1	6	111	107	2	/	/	100
COc1cc(S(=O)(=O)N2CCN=C2c2ccccc2)ccc1F	2	0	-12	108	91	3	6	1.4	95
COC(=O)CSc1nc(N2CCOCC2)c2c(c1C#N)CC(C)(C)N(C)C2	7	2	-10	105	104	3	7	-1.3	90
O=c1[nH]c(C2CCN(S(=O)(=O)Cc3ccccc3)CC2)nc2c1nnn2Cc1ccccc1Cl	-2	0	-7	84	108	3	2	-2.4	103
S=c1[nH]nc(-c2ccco2)n1/N=C/c1ccccn1	-10	3	2	95	104	9	-17	3.6	103
CCN(CC(=O)Nc1c(F)cccc1F)C(=O)c1ccc(C)c(S(=O)(=O)N2CCCCC2)c1	4	0	4	102	91	3	3	-0.1	99

(listing goes on)
SMILES	MCL1-BIM inh	GRK2 inh	VLA-4 inh	Yeast superoxide	CIT2 TOR yeast	GLD-1 RNA inh	Bcl-xL primary	MEX-5 binding	AGP1 TOR yeast
CCC(C)N=CC1=C(O)CC(c2ccccc2)CC1=O (centres undefined)	2	0	-5	119	87	-3	4	0.5	97
C/C(=N/NS(=O)(=O)c1cc(C)ccc1C)c1ccncc1	8	3	-9	96	116	2	4	-0.2	110
COc1ccc(NS(=O)(=O)c2ccc(C(=O)N3CCCCCC3)cc2)cc1	/	2	-11	104	99	1	/	/	98
O=C(CS(=O)(=O)c1ccccc1)Nc1ccc(S(=O)(=O)Nc2ncccn2)cc1	-1	1	3	93	92	4	-1	-0.1	/
CC(C)c1ccc(S(=O)(=O)NC2CCCC2)cc1	4	2	9	99	96	3	4	2.7	95
O=C(Nc1nc2ccccc2s1)C1CCCO1 (centres undefined)	2	0	15	105	90	3	-1	2.1	101
Cc1ccc(S(=O)(=O)Nc2nc3c(s2)C(=O)CC(C)(C)C3)cc1	13	2	10	100	99	2	14	-0.1	114
CSCc1ccc(C(=O)NCc2ccc(F)cc2)cc1	4	0	11	101	93	7	2	-0.2	91
CCOc1ccc(N(CC(=O)Nc2nccs2)S(=O)(=O)c2c(C)[nH]c(=O)[nH]c2=O)cc1	3	13	-6	112	103	14	5	-1.2	100
O=C(COc1ccc(Br)cc1)NC1CC1	7	0	10	92	96	6	1	-2.1	90
COc1ccc(C2C(=O)c3ccccc3C2=O)c(OC)c1	-19	0	-3	102	90	-11	-11	4.5	104
O=C(CSc1nnc2ccccn12)Nc1nsc(-c2ccccc2)n1	5	0	15	97	95	0	4	-0.2	93
Cc1cc(=O)oc2cc(OCC(=O)NC3CCN(Cc4ccccc4)CC3)ccc12	7	0	7	110	114	1	0	0.9	114
CC(C)C(NC(=O)c1cccs1)C(=O)NC1=NCCS1 (centres undefined)	0	0	1	96	108	3	9	-3.9	104
O=C(NCc1ccccn1)c1ccc(N2CCCC2)c([N+](=O)[O-])c1	6	2	3	86	98	0	5	2.2	93
Cn1c(/C=C/c2cccc([N+](=O)[O-])c2)c([N+](=O)[O-])c(=O)n(C)c1=O	10	0	-4	93	95	11	3	3.1	85
O=S(=O)(Cc1ccccc1)N=Nc1c(O)[nH]c2ccc(Br)cc12	15	0	1	99	102	6	7	-1.1	109
CC1CCCC(NC(=S)Nc2cccc(S(=O)(=O)N(C)C)c2)C1C (centres undefined)	7	9	-4	94	108	6	3	-0.9	111
Cn1ccnc1C1CCCCN1Cc1nc(Cc2ccccc2F)no1 (centres undefined)	11	6	3	92	106	3	7	1.0	107
CC1(C)Cc2cccc(OCC(=O)NC3CC3)c2O1	10	0	-6	94	/	1	7	-0.1	111
COc1ccc(N2CCN(CCCNC(=O)C3CCCN(S(=O)(=O)c4c(C)n[nH]c4C)C3)CC2)cc1 (centres undefined)	3	0	3	110	99	1	4	1.7	103
NC(N)=NS(=O)(=O)c1ccc(NC(=S)NC(=O)c2sc3ccccc3c2Cl)cc1	6	0	-1	89	101	1	4	-1.2	100
Cc1nn(-c2ccccc2)c(Cl)c1/C=C(\CC(=O)O)c1nc2ccccc2s1	7	2	-13	127	100	-5	12	-1.7	83
CCCCc1cc(=O)oc2cc(C)cc(OCC(=O)O)c12	1	0	14	87	96	2	2	4.8	104
COC(=O)c1cn(-c2ccccc2)nc1-c1ccc(OC)c(OC)c1	2	1	1	115	91	-8	4	-0.5	88

Going on with the list.
SMILES	MCL1-BIM inh	GRK2 inh	VLA-4 inh	Yeast superoxide	CIT2 TOR yeast	GLD-1 RNA inh	Bcl-xL primary	MEX-5 binding	AGP1 TOR yeast
O=C(OCC1CC(c2ccccc2)=NO1)c1ccco1 (centres undefined)	5	3	7	94	101	4	6	-1.0	109
O=C(CSc1nnc(CNC(=O)c2ccccc2F)o1)NCc1ccco1	7	0	2	122	89	7	2	/	87
OC1(c2cccc(C(F)(F)F)c2)CCN(CCN2CCCCC2)CC1	-1	0	24	99	95	-5	-1	-0.5	149
CN(CCOc1ccc(Cl)cc1)C(=O)C1CCN(C(=O)c2ccc(F)cc2)CC1	-7	4	7	110	119	7	-2	-1.3	88
CCn1cc(C(=O)N2CCN(c3cccc(C)c3C)CC2)c(=O)c2ccc(C)nc21	1	2	-1	117	104	4	5	2.1	105
O=C1COc2ccccc2N1Cc1ccc(Cl)cc1	-11	1	6	101	96	5	-8	1.2	101
Cc1nc2ccccc2c(=O)n1Cc1ccco1	5	0	7	116	125	12	6	1.4	127
C/C(CC(=O)Nc1ccc(C)c(Cl)c1)=N\NC(=O)c1cccc(O)c1	2	0	18	107	92	15	2	2.3	92
Cc1ccc(C)c(NS(=O)(=O)c2cc(C(=O)NCc3ccncc3)ccc2C)c1	-3	0	9	118	91	-1	3	-0.4	89
CCCOc1ccc(C2Nc3cccc4cccc(c34)N2)cc1	27	0	-20	96	97	8	12	1.0	98
COc1ccc(/C=C/C(=O)OCC(=O)NC2CC2)c(OC)c1	/	5	-1	86	98	4	/	/	103
COc1ccc(OC)c(/C=C/C(=O)Nc2ccc(OC)nc2)c1	12	0	-7	68	106	1	8	-2.6	96
Cc1ccc(-n2c(=O)cc(N3CCc4ccccc4C3)[nH]c2=O)cc1	2	0	7	85	87	1	1	0.2	92
O=C(NCCc1c[nH]c2ccccc12)C(=O)c1c[nH]c2ccccc12	-2	1	6	96	101	-1	8	2.4	102
C#CCOc1ccccc1/C=C1/C(=O)ON=C1C	-7	3	18	94	106	-5	2	1.1	84
COc1ccc(C(=O)Oc2cc(OC)cc(OC)c2C(C)=O)cc1	-5	/	/	/	/	9	-5	-0.9	/
Cc1ccc(NC(=O)CS(=O)(=O)c2cn(CC(=O)N3CCOCC3)c3ccccc23)cc1	3	2	3	80	89	4	-3	-1.2	98
Cc1ccccc1-n1nc(C)c2cc(C(=O)NC3CC3)sc21	-2	1	7	117	/	-2	-1	1.8	103
COc1ccc(CN2C(=O)CN(C3CCCCCC3)C(=O)C2c2ccc(OC)c(OC)c2)cc1 (centres undefined)	4	0	-4	117	86	-4	0	0.4	/
COc1ccc(NC(=O)CCCN2C(=O)C(c3ccccc3)Oc3cccnc32)c(OC)c1 (centres undefined)	-3	2	3	92	96	6	1	1.7	98
Nc1nonc1C(=O)N1CCCC1	4	0	6	91	99	1	2	0.0	101
COc1ccccc1CCNC(=O)NC1CCCCC1	7	0	9	94	98	6	2	0.5	100
Cc1ccc(OCC(O)CN2CCN(CC(O)COc3ccc(C)cc3Cl)CC2)c(Cl)c1 (centres undefined)	7	0	31	75	99	8	3	1.6	99
C=CCN1C(=O)CS/C1=N\N=C\c1cccc([N+](=O)[O-])c1	-5	4	2	107	105	-2	-3	0.8	99

An excerpt of these results, with bars between the fields.
SMILES | MCL1-BIM inh | GRK2 inh | VLA-4 inh | Yeast superoxide | CIT2 TOR yeast | GLD-1 RNA inh | Bcl-xL primary | MEX-5 binding | AGP1 TOR yeast
COc1ccc(C(=O)Oc2cc(OC)cc(OC)c2C(C)=O)cc1 | -5 | / | / | / | / | 9 | -5 | -0.9 | /
CCCOc1ccc(C2Nc3cccc4cccc(c34)N2)cc1 | 27 | 0 | -20 | 96 | 97 | 8 | 12 | 1.0 | 98
COc1ccc(/C=C/C(=O)OCC(=O)NC2CC2)c(OC)c1 | / | 5 | -1 | 86 | 98 | 4 | / | / | 103
O=C(OCC1CC(c2ccccc2)=NO1)c1ccco1 (centres undefined) | 5 | 3 | 7 | 94 | 101 | 4 | 6 | -1.0 | 109

Compound activity (PubChem)
